# Assay outcomes deposited in PubChem by National Center for Advancing Translational Sciences (NCATS).
# FLuc counter = inhibits or activates purified firefly luciferase, miR-21 counter-screen | actives 6.9% (n = 360,000) | Potency, µM (top dose mostly 57.5 µM), without a hit: at the highest dose activity change, negative = inhibition, actives largely listed as inhibitors | AID 588342 | purified FLuc, Km substrates, luminescence inhibition;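 also: potency is read from the fitted curve at half-maximal effect; plate controls were vehicle for no effect and reference inhibitor for full effect; nearly all actives have a fitted effect of over 55% in size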
# Target sequence (P08659 whole entry, looked up): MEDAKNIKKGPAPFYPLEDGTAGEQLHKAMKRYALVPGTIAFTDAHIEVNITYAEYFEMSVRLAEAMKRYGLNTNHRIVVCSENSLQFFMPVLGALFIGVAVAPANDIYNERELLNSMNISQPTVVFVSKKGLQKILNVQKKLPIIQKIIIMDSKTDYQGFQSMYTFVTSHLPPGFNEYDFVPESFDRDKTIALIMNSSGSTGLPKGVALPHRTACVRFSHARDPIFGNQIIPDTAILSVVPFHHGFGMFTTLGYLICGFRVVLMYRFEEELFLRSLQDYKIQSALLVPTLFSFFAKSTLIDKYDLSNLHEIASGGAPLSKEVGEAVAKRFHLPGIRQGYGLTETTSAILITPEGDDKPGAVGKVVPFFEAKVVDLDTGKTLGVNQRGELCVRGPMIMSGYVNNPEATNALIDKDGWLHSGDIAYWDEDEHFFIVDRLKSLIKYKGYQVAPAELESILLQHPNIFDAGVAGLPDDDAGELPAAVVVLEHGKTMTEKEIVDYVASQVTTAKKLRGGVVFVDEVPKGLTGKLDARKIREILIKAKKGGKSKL
#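 Biochemical qHTS of compounds, final roughly 60 µM downward over six points, against 10 nM purified firefly luciferase using Km concentrations of substrates (10 uM D-luciferin, 10 uM ATP) in Tris acetate pH 7.5 buffer; luminescence output.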
# Giardia killer = kills Giardia lamblia; Giardia lamblia trophozoite viability; activity change, % at 7.66 µM, hits read low; actives 0.15% (n = 340,000); AID 540267; in the data active = activity change below about -80%; inconclusive = between about -30% and that limit;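 also: parasites exposed to compound for two days anaerobically before the ATP read; % is scaled to controls: 0 for no effect and ±100 for the full control effect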
#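 Luminescent ATP signal served as the viability read-out, measured 15-30 min after adding ATP detection reagent to trophozoites that had been incubated with compounds for 48 hrs at 37 deg C anaerobically at 100 cells/well.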
# VP16 counter = Gal4-VP16 reporter inhibition counter-screen. AID 2546. actives 3.5% (n = 310,000). Potency, µM (series often up to 53.6 µM), without a hit: top-dose activity, negative = inhibition, hits mostly inhibitors. Drosophila S2 Gal4-VP16 UAS-luciferase, luminescence, 20 h;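 also: Gal4-VP16 expression switched on by copper sulfate through the metallothionein promoter; potency is read from the fitted curve at half-maximal effect; % is scaled to controls: 0 for no effect and ±100 for the full control effect; nearly all actives have a fitted effect of over 50% in size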
# BRCA1 expr act = increases BRCA1 expression | MCF7-BRCA1-FFLuc reporter, luminescence, 48 h; response scale: scaled: vehicle 0%, 10 µM genistein 100% | actives 1.1% (n = 380,000) | AID 624202 | Potency, µM (highest dose often 46.1 µM), for inactives: at the highest dose activation, actives largely listed as activators; also: potency is read from the fitted curve at half-maximal effect; nearly all actives have a fitted effect of over 80% in size; some results filed as inactive show a strong effect at the top dose
#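 Cells: MCF7-BRCA1-FFLuc, 2000/well. Exposure: 48 h, 37 °C, 5% CO2. Read: luminescence, 15 min post-substrate. Controls: genistein 10 microM (maximal activation), DMSO (neutral).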
# RORg inh = ROR gamma (mouse) transcription inhibition; P51450; Drosophila S2 Gal4-RORgamma UAS-luciferase reporter, 20 h; Potency, µM (top dose mostly 53.6 µM), for inactives: at the top dose activity change, negative = inhibition, most hits filed as inhibitors; actives 5.4% (n = 310,000); AID 2551; also: potency is read from the fitted curve at half-maximal effect; % is scaled to controls: 0 for no effect and ±100 for the full control effect; nearly all actives have a fitted effect of over 60% in size
#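 Luciferase reporter read in Schneider cells carrying Gal4-RORγ (mouse) and UAS-Photinus luciferase; cells given compound 1 h before 700 uM copper sulfate induction, then incubated 20 h at ambient temperature.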
# * hit, by the source's call; ? = inconclusive; . = no result given; & = joins results of further samples; [ ] = another dose, or the depositor's remark. Unless noted, calls follow the shape of the dose curve; as a rule, active = well fitted curve in the direction sought with a large enough effect; inconclusive = small, poorly fitted or top-dose-only effect, or another doubt; inactive = no such curve, though single readings can be large; an effect the other way counts as inactive or inconclusive. This is a subset; rates above refer to the full screens.
# Each structure is followed by: FLuc counter, Giardia killer, VP16 counter, BRCA1 expr act, RORg inh
1. C[C@H]1[C@@H](OS(=O)(=O)O)C[C@@H]2C[C@H]([C@@H](O)c3cc(=O)[nH]c(=O)[nH]3)NC3=NC[C@H]1N32
 : ., 8, ., -74%, .
2. CN1CCCC1c1ccc(=O)[nH]c1 (stereo not drawn)
 : ., -9, ., 16%, .
3. Cc1ccc(NC(=O)N2CC2)cc1NC(=O)N1CC1
 : ., -10, ., 1%, .
4. CN1C(=O)CCC2(C)C1=CCC1C2CCC2(C)C1CCC2(C)O (stereo not drawn)
 : ., -12, ., -29%, .
5. COc1cc(OC)c([C@H]2C=C(C)[C@H]3C[C@@H]2C3(C)C)c(OC)c1
 : ., -14, ., -35%, .
6. C[N+](C)(C)CC1CCCc2ccccc2C1=O (stereo not drawn)
 : ., 8, ., -73%, .
7. C(=NC1CCCCC1)c1c[nH]c2ccccc12
 : ., -2, ., -6%, .
8. CSc1nc(C)c(Br)c(N2CC2)n1
 : ., 0, ., -31%, .
9. Fc1ccccc1CSc1ncnc2c1ncn2C1CCCO1 (stereo not drawn)
 : ., 5, ., 3.5µM*, .
10. CCN1C(=O)NC(=O)C2(CCCC2)C1=O
 : ., -15, ., -2%, .

# Overlap with the part before: three compounds, followed by the next part.
# Each structure is followed by: FLuc counter, Giardia killer, VP16 counter, BRCA1 expr act, RORg inh
8. CSc1nc(C)c(Br)c(N2CC2)n1
 : ., 0, ., -31%, .
9. Fc1ccccc1CSc1ncnc2c1ncn2C1CCCO1 (stereo not drawn)
 : ., 5, ., 3.5µM*, .
10. CCN1C(=O)NC(=O)C2(CCCC2)C1=O
 : ., -15, ., -2%, .
11. CCC1CN2CCc3cc(OC)c(OC)cc3C2CC1CC1NCCc2c1[nH]c1ccc(O)cc21 (stereo not drawn)
 : ., 16, ., ., .
12. C1=NCCc2c1[nH]c1ccccc21
 : ., 11, ., ., .
13. O=C1NC(=S)NC(=O)C1Cc1ccccc1
 : ., 7, ., -13%, .
14. ClCCN(CCCl)c1ccc(C=Cc2ccncn2)cc1
 : ., -26, ., 80%, .
15. S=P(N1CCCCCC1)(N1CC1)N1CC1
 : ., -10, ., -16%, .
16. N#CC1c2ccccc2-n2nncc2CN1Cc1cc(Cl)cc(Cl)c1 (stereo not drawn)
 : ., 22, ., -82%, .
17. c1ccc(CCc2ccc3n2Cc2cnnn2-c2ccccc2-3)cc1
 : ., 6, ., -24%, .
18. O=C1NC(=S)NC(=O)C1c1ccccc1
 : ., -2, ., -8%, .
19. CC1CN1P(=O)(Oc1ccccc1)N1CC1C (stereo not drawn)
 : ., 13, ., -3%, .
20. CN1CCCC1C(O)(c1ccccc1)c1ccccc1 (stereo not drawn)
 : ., -7, ., -18%, .

# Next section (3 carried over from the part before).
# Each structure is followed by: FLuc counter, Giardia killer, VP16 counter, BRCA1 expr act, RORg inh
18. O=C1NC(=S)NC(=O)C1c1ccccc1
 : ., -2, ., -8%, .
19. CC1CN1P(=O)(Oc1ccccc1)N1CC1C (stereo not drawn)
 : ., 13, ., -3%, .
20. CN1CCCC1C(O)(c1ccccc1)c1ccccc1 (stereo not drawn)
 : ., -7, ., -18%, .
21. COC(=O)C1=C(c2cc3ccccc3o2)C[C@@H]2CC[C@H]1N2C(=O)NCCNC(C)=O
 : ., 18, ., 1%, .
22. O=C(NCCCN1CC1)Nc1cccc2ccccc12
 : ., 2, ., ., .
23. CCOc1ccc(C=C2C(=O)NC(=S)NC2=O)cc1OCC
 : ., 37[activator], ., 0%, .
24. CCN1C[C@]2(COC)CC[C@H](O)[C@@]34C5C[C@@H]6[C@@H](OC)C[C@@](O)(C5[C@H]6O)[C@](O)([C@@H](OC)C23)[C@@H]14 (stereo partly drawn)
 : ., -15, ., 4%, .
25. c1ccc([C@@H]2CO2)cc1
 : ., 12, ., 4%, .
26. CC(O)C1C=CC=CC(=O)OC2CC3OC4C5OC5(C)CCC4(COC(=O)C4OC4(C)C(O)CO1)C2(C)C31CO1 (stereo not drawn)
 : ., -13, ., ?, .
27. COc1ccc(Br)cc1CNCCc1ccc2c(c1)OCO2
 : ., 12, ., -36%, .
28. CC12CCC(=O)C=C1CCC1C2C(O)CC2(C)C(O)CCC12 (stereo not drawn)
 : ., 11, ., -34%, .
29. O=C(O)C1C2c3ccccc3C(=O)C1(C(=O)O)c1ccccc12 (stereo not drawn)
 : ., 5, ., -12%, .
30. CC(C)CC1(CCc2ccccc2)C(=O)NC(=O)NC1=O
 : ., -19, ., 1%, .
31. COC(=O)C1C2c3ccccc3C(c3ccccc32)C1(C)C(=O)OC (stereo not drawn)
 : ., 14, ., -27%, .
32. COC(=O)C1=C(c2ccccc2)C[C@@H]2CC[C@H]1N2C(=O)NCc1ccco1
 : ., -2, ., -16%, .
33. O=P(Oc1ccc(Cl)cc1)(N1CC1)N1CC1
 : ., -4, ., -7%, .
34. O=C(NN=Cc1ccc(N(CCCl)CCCl)cc1Cl)c1cccnc1
 : ., 1, ., -79%, .
35. Oc1ccc(CCN2CCCCC2)cc1
 : ., 18, ., 1%, .
36. Cc1ccc2c(C)cccc2c1
 : ., -10, 12%, 7%, -14%
37. Cc1cc(N=Nc2ccccc2C)ccc1N
 : ., -9, 28%, 58%, 39%
38. CC[n+]1c(-c2ccccc2)c2cc(N)ccc2c2ccc(N)cc21
 : ., -3, 11µM*, -89%&-39%, ?
39. COCCNc1oc(-c2ccc(OC)cc2)nc1C#N
 : ?, ., ., ?, .
40. O=C(CCc1nc(C2=CCN(Cc3cccc(Cl)c3)CC2)no1)Nc1ccccc1F
 : -11%, ., ., 6%, .
41. O=C(c1ccc2c(c1)N(Cc1c(F)cccc1Cl)C(=O)c1ccccc1S2)N1CCC2(CC1)OCCO2
 : -10%, ., ., 0%, .
42. COc1cccc(-c2nn3c(=O)cc(CN4CCN(C(=O)COc5ccccc5C)CC4)nc3s2)c1
 : 1%, ., ., 0%, .
43. Nc1c(C(=O)Nc2cccc(Br)c2)sc2nc3c(cc12)N1CCC3CC1
 : 12µM*, ., ., ., .
44. Cc1ccc(Cl)c2sc(NC(=O)c3ccc(S(=O)(=O)N4CCCC4)cc3)nc12
 : ?, ., ., 17%, .
45. O=C(Nc1ccc2c(c1)OCCO2)c1cccn(Cc2cccc([N+](=O)[O-])c2)c1=O
 : ?, ., ., 1%, .
46. Cc1ccc(Cn2cccc(C(=O)Nc3nc4ccc(C)cc4s3)c2=O)cc1
 : -11%, ., ., 2%, .
47. Cc1ccc(C(C)C)c(OCC(=O)N2CCN(CCc3ccncc3)CC2)c1
 : -6%, ., ., 0%, .
48. CCOc1ccc2nc(NC(=O)c3cccn(Cc4ccccc4)c3=O)sc2c1
 : 6µM*, ., ., 73%, .
49. Cc1cc(OCC(=O)N2CCN(CCc3ccncc3)CC2)cc(C)c1Cl
 : 1%, ., ., -9%, .
50. COc1ccc(C)cc1NC(=O)c1cccn(Cc2ccccc2Cl)c1=O
 : -8%, ., ., 4%, .
51. CCOc1ccccc1NC(=O)c1cccn(Cc2ccccc2C)c1=O
 : -10%, ., ., -28%, .
52. Cc1ccc(-c2nnc(Nc3ccc(OC(F)(F)Cl)cc3)c3ccccc23)cc1S(=O)(=O)NC(C)(C)CO
 : 5.4µM*, ., ., -42%, .
53. O=C(COc1cccc(Cl)c1)N1CCN(CCc2ccncc2)CC1
 : 0%, ., ., 14%, .
54. COc1ccc(Nc2cc(C)c3cc(NC(=O)c4ccccc4Cl)ccc3n2)cc1
 : ?, ., ., -56%, .
55. Oc1cccc(Nc2ncnc3sc4c(c23)CCCC4)c1
 : ?, ., ., 8%, .
56. N#Cc1cc2c(nc1SCC(=O)Nc1cccc(C(F)(F)F)c1)C1CCN2CC1
 : -1%, ., ., -23%, .
57. Cc1ccccc1Cn1cccc(C(=O)Nc2nc3ccccc3s2)c1=O
 : 0.43µM*, ., ., 3%, .

# In the list so far, these contain a cyano group.
# Each structure is followed by: FLuc counter, Giardia killer, VP16 counter, BRCA1 expr act, RORg inh
16. N#CC1c2ccccc2-n2nncc2CN1Cc1cc(Cl)cc(Cl)c1 (stereo not drawn)
 : ., 22, ., -82%, .
39. COCCNc1oc(-c2ccc(OC)cc2)nc1C#N
 : ?, ., ., ?, .
56. N#Cc1cc2c(nc1SCC(=O)Nc1cccc(C(F)(F)F)c1)C1CCN2CC1
 : -1%, ., ., -23%, .
